pAkt inh: inhibitors of Akt phosphorylation; activity change, % for hits at 50 µM; Neuro2A IGF-stimulated pAkt S473 HTRF, 20 min; stronger effect = lower value; 360,000 tested, 0.32% active; in the data active = activity change below about -80%; inconclusive = mostly about -51% to -80%; also: % is scaled to controls: 0 for no effect and ±100 for the full control effect
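Neuro2A cells in DMEM with 0.5% FBS, overnight at 37 deg C, given compound at single 50 µM final, then IGF (6 nM final) for 20 min at 37 deg C. Lysed; phospho-Akt Ser473 by HTRF after 24 h, 665/615 ratio.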
HepG2 tox: HepG2 cytotoxicity, counter-screen for TGF-b inhibitors | 410,000 tested, 0.76% active | HepG2 CAGA-GFP viability, ATP luminescence, 18 h | AID 588856 | Potency, µM (titrated, usually from 46.1 µM), without a hit: at the top dose activity change, negative = cytotoxicity, actives largely listed as cytotoxic; also: potency is read from the fitted curve at half-maximal effect; some results filed as inactive show a strong effect at the top dose
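HepG2 CAGA-GFP cells (1000/well, DMEM with 1% FBS) received compound, then TGF-beta at 500 pg/mL final, and were incubated 18 hours at 37 degrees C. Viability was read by CellTiter-Glo luminescence. Media-only wells were set as complete cell-killing and DMSO as no toxicity.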
TGFb SMAD3 inh: inhibitors of TGF-b signaling; HepG2 CAGA-GFP TGF-b/SMAD3 reporter, GFP fluorescence, 18 h; TGF-beta stimulated, 500 pg/mL final; Potency, µM (series often up to 46.1 µM), for inactives: top-dose activity, negative = inhibition, usual class: inhibitors; 410,000 tested, 1.2% active; also: potency is read from the fitted curve at half-maximal effect; % is scaled to controls: 0 for no effect and ±100 for the full control effect; nearly all actives have a fitted effect of over 65% in size
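Read-out: total well GFP (ex488/em500-530) summed from mean per-cell fluorescence. Cells: HEPG2 CAGA-GFP, 1% FBS DMEM, 18 h at 37 degrees C with 500 pg/mL final TGF-beta. Unstimulated wells served as the full-inhibition control; stimulated DMSO wells = 0%.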
A549 tox: kills or reduces viability of A549 cells in Nrf2 counter-screen; A549 ARE-Fluc cells, CellTiter-Fluor viability, 18-24 h; Potency, µM (titrated, usually from 46 µM), inactives show at the top dose activity change, negative = cytotoxicity, usual class: inhibitors; 390,000 tested, 0.16% active; AID 504648; also: potency is read from the fitted curve at half-maximal effect; % is scaled to controls: 0 for no effect and ±100 for the full control effect
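A549 ARE-Fluc cells in 5% FBS OPTI-MEM, 5000 cells/well, rested 2 h then exposed to compounds in concentration-response for 18-24 h at 37 °C. Viability by CellTiter-Fluor fluorescence (Ex 405/Em 525) after 30 min; luciferase luminescence (BugLite, 15 min, RT) read afterwards.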
CCT modulator: changes cytosolic chaperonin activity; 360,000 tested, 0.3% active; activity change, % (no concentration beside the values), hits read low; purified chaperonin ATPase assay, HTRF ADP detection, 30 min; in the data active = activity change below about -30%; also: % is scaled to controls: 0 for no effect and ±100 for the full control effect
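First, chaperonin was dispensed at 40 nM or 20 nM final depending on batch activity. Next, compounds were pinned at 76 uM and ATP added at 10 uM. After 30 min at 37 °C, ADP detection reagents ran 30 min at ambient temperature.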
Nrf2 ARE act: activators of Nrf2 (ARE) signaling; AREc32 ARE-luciferase reporter (MCF7-derived line), luminescence, 24 h; Potency, µM (highest dose often 46.1 µM), without a hit: top-dose activation, usual class: activators; 410,000 tested, 0.31% active; also: potency is read from the fitted curve at half-maximal effect; % of control where 0% means no effect; nearly all actives have a fitted effect of over 65% in size
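Quantitative high-throughput format: AREc32 reporter cells, 1000 per well, received compound by pin transfer and were incubated 24 hr at 37 deg C, 5% CO2, before Steady-Glo luminescence detection.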
Nrf2 inh: blocks Nrf2 signaling. A549 ARE-Fluc reporter, luciferase luminescence, 18-24 h. Potency, µM (top dose mostly 46 µM), without a hit: top-dose activity change, negative = inhibition, actives largely listed as inhibitors. 360,000 tested, 2.1% active. AID 504444; also: potency is read from the fitted curve at half-maximal effect; % is scaled to controls: 0 for no effect and ±100 for the full control effect; nearly all actives have a fitted effect of over 60% in size
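Two sequential reads on A549 ARE_Fluc cells exposed to compound for 18-24 h: a CellTiter-Fluor fluorescence read for viability, then a luciferase luminescence read for Nrf2/ARE activity.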
Abeta rescue: restores growth of yeast expressing A-beta42 peptide. 410,000 tested, 0.063% active. AID 1347071. yeast expressing A-beta42, growth rescue, OD600, 48 h; response scale: 0% DMSO, 100% iron-clioquinol control. Potency, µM (series often up to 46.1 µM), without a hit: at the top dose growth rescue, actives largely listed as activators; also: potency is read from the fitted curve at half-maximal effect; nearly all actives have a fitted effect of over 55% in size
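Yeast A-beta toxicity model in growth medium with pinned compounds, 48 h at 30 C; growth read as absorbance at 600 nm. Normalized to FeCl3/clioquinol equimolar mix (positive) and DMSO (negative).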
MmCpn inh: blocks the Methanococcus maripaludis chaperonin Mm-Cpn; 330,000 tested, 0.031% active; Potency, µM (highest dose often 76.9 µM), for the others: at the top dose activity, negative = inhibition, most hits filed as inhibitors; purified Mm-Cpn ATPase, ADP Transcreener TR-FRET; also: potency is read from the fitted curve at half-maximal effect; % is scaled to controls: 0 for no effect and ±100 for the full control effect; nearly all actives have a fitted effect of over 80% in size
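Purified archaeal Mm-CPN (25nM final) preincubated 10 min at 37degC with compound, then 10uM ATP for 30 min at 37degC; ADP measured by HTRF Transcreener TR-FRET; buffer 30 mM TRIS pH 7.4, 100mM KCl, 5mM MgCl2, 1mM DTT.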
Active calls of the source: *; i = inactive; ? = inconclusive; . = not tested or not shown; & = joins results of further samples; [ ] = another dose, or the depositor's remark. Unless noted, calls follow the shape of the dose curve; as a rule, active = well fitted curve in the direction sought with a large enough effect; inconclusive = small, poorly fitted or top-dose-only effect, or another doubt; inactive = no such curve, though single readings can be large; an effect the other way counts as inactive or inconclusive.

SMILES	pAkt inh	HepG2 tox	TGFb SMAD3 inh	A549 tox	CCT modulator	Nrf2 ARE act	Nrf2 inh	Abeta rescue	MmCpn inh
Cn1c2ccccc2c2cc(C(=O)N3CCN(CCO)CC3)sc21	i	-23.8%	?	-4.3%	0.1	6.4%	7.5%	-19.1%	0.2%
COc1ccc(Cc2nnc(SCC(=O)c3cccc([N+](=O)[O-])c3)n2C)cc1	i	-40.6%	-16.7%	11.3%	-2.4	0.1%	11.7%	-0.4%	-7.8%
COc1cccc(C(=O)NCC2CCCN(C(=O)Cc3cccc(C)c3)C2)c1OC (stereo not given)	i	-19.3%	2.6%	.	1.1	-1.6%	.	-2.6%	.
O=C(Nc1cc(S(=O)(=O)N2CCOCC2)ccc1N1CCOCC1)c1ccc(S(=O)(=O)N2CCCCC2)cc1	i	-31.0%	-5.3%	6.3%	-0.4	-0.6%	?	5.4%	0.4%
O=C(Nc1cc(Cl)cc(Cl)c1)c1ccc(F)c(S(=O)(=O)N2CCc3ccccc32)c1	.	-75.6%	3.98µM*	-27.0%	.	-0.1%	.	-17.6%	.
CCC(C)C(=O)Nc1cc(OC)c(OC)cc1C(=O)O (stereo not given)	i	2.2%	-3.3%	8.2%	0.8	-0.5%	.	22.5%	-2.3%
Cc1ccnc(NC(=O)c2cccc(NC(=O)CC3SC(N4CCCCC4)=NC3=O)c2)c1 (stereo not given)	i	-16.5%	-9.0%	-4.8%	-4.3	4.9%	-10.2%	10.7%	-2.2%
COc1ccc(S(=O)(=O)Cc2ccc(C(=O)O)o2)cc1	i	2.9%	4.4%	-15.4%	1.9	-0.7%	-6.0%	1.1%	0.3%
Cc1nc2ccn(Cc3ccccc3)c(=O)c2cc1C(=O)N1CCN(c2ccc(F)cc2)CC1	i	-16.6%&-9.8%	-25.7%&0.6%	-0.5%&-0.3%	-2.5	0.2%&0.5%	?	9.2%&5.5%	-1.0%
COc1ccc(Cl)cc1NC(=O)C(C)OC(=O)Cn1cc(C(F)(F)F)ccc1=O (stereo not given)	i	5.4%	-14.1%	-0.3%	1.9	-0.9%	10.4%	6.8%	0.5%
CCc1nnc(NS(=O)(=O)c2ccc(N3C(=O)c4ccccc4C3=O)cc2)s1	i	-6.6%	-6.1%	7.2%	-4.8	-0.4%	-11.2%	-2.5%	-1.3%
C=CCN(CC=C)C(=O)C(=O)c1cc(C)n(-c2ccc([N+](=O)[O-])cc2)c1C	i	3.0%	?	3.1%	-1.3	-0.2%	-19.9%	6.1%	-0.4%
CC(C)N(C(=O)CSc1nnc(CN2CCCCCC2=O)n1-c1ccccn1)C(C)C	i	-11.3%	2.8%	-10.1%[1.84 µM]	-1.2	-0.6%	7.4%	-11.6%	2.5%
CCCOc1ccc(C(=O)Nc2ccc(Cl)cn2)cc1	i	-8.3%	12.7%	2.0%	-2.0	0.0%	.	11.5%	0.6%
COc1ccc(NC(=O)CN2CCN(c3ccccc3)CC2)cc1	i	17.0%	26.1%	5.9%	0.2	2.0%	-19.0%	-1.5%	-0.6%
CCCOc1ccc(NC2=CC(=O)CC(C)(C)C2)cc1	.	0.9%	12.7%	-1.5%	0.2	5.0%	4.9%	14.0%	-0.3%
CCCCn1c(/C=C/c2ccco2)nc2ccccc21	i	5.5%	-13.2%	8.3%	0.8	?	24.2%	1.1%	0.5%
CC(=O)Nc1ccc(C(C#N)=Cc2ccc(N(C)CCC#N)cc2)cc1	i	-16.7%	-5.8%	.	0.7	5.7%	.	-0.6%	.
Cc1nc(SCc2ccc(F)cc2)c2oc3ccccc3c2n1	i	-2.6%	6.3%	-1.1%	-1.3	-0.5%	4.7%	-2.7%	-8.3%
O=C1N=C(N2C=CC(=C3C=CNC=C3)C=C2)/C(=C/N=NC(=O)c2ccccc2)S1	i	3.3%	2.7%	-9.2%	-6.3	-0.4%	0.7%	-10.6%	-11.5%
O=C(COc1ccccc1)c1cn(CC(=O)N2CCOCC2)c2ccccc12	i	3.8%	4.7%	-10.1%	-2.2	-0.8%	10.9%	0.8%	-2.5%
Cc1ccc(N2CC(C(=O)OCC(=O)c3c(N)n(CC(C)C)c(=O)n(C)c3=O)CC2=O)cc1 (stereo not given)	i	6.0%	-11.1%	-8.2%	-2.5	-0.2%	-26.1%	5.2%	2.8%
COc1cc(NC(=O)CN2CCCCC2)c(C)cc1[N+](=O)[O-]	i	6.7%	?	11.1%	0.0	3.1%	13.3%	-6.9%	-12.3%
CC(=O)C1=C(C)OC(N)=C(C#N)C1c1cc([N+](=O)[O-])ccc1Cl (stereo not given)	i	6.31µM*	?	3.4%	1.6	12.6µM*	0.7%	-16.6%	3.2%
Cn1nnc2c(NCc3ccc(Cl)cc3)ncnc21	.	-22.5%	-4.8%	-0.5%	.	-0.5%	.	9.7%	.

Later entries.
SMILES	pAkt inh	HepG2 tox	TGFb SMAD3 inh	A549 tox	CCT modulator	Nrf2 ARE act	Nrf2 inh	Abeta rescue	MmCpn inh
CC(=O)O/N=C(\N)c1cnn2c(C(F)(F)F)cc(C(F)(F)F)nc12	i	-8.6%	-1.7%	1.1%	-1.3	7.3%	0.5%	1.1%	-2.7%
COc1ccc(Cl)cc1C(=O)OCC(=O)NCc1cccs1	i	3.6%	-5.0%	3.7%	0.0	0.4%	8.9%	-25.7%	3.9%
CN(C(=O)c1ccc([N+](=O)[O-])cc1)c1ccccc1C(=O)NCc1ccccc1	i	-19.7%	?	4.3%	2.4	-0.2%	?	24.0%	-1.4%
COc1ccccc1NC(=O)c1oc2ccccc2c1NC(=O)c1ccccc1C(F)(F)F	.	-4.2%	1.0%	-0.8%	.	4.6%	5.2%	4.8%	.
Cc1[nH]c2ccccc2c1C(Nc1nccs1)c1ccncc1 (stereo not given)	i	-2.1%	?	-0.8%	1.1	-0.8%	15.8%	4.9%	3.5%
O=S(=O)(Nc1cc(C(F)(F)F)ccc1N1CCOCC1)c1ccccc1	i	-19.1%	-3.0%	1.6%	1.2	-0.5%	16.5%	-0.6%	-1.6%
N/C(=N\OCc1ccc([N+](=O)[O-])cc1)c1ccncc1	i	-11.4%	-13.5%	2.1%	0.1	1.6%	?	2.2%	0.5%
O=C1CCC(=O)N1CCSC(=S)N1CCSCC1	i	-67.3%	0.0%	3.0%	-0.2	0.1%	?	-0.6%	4.1%
CC(=O)N1CCCc2cc(S(=O)(=O)N3CCN(c4ccccc4F)CC3)ccc21	.	-20.7%	-29.2%	4.0%	.	-0.6%	.	31.1%	.
CC(=O)Nc1ccc(N2CCCC2)cc1	i	-42.0%	13.0%	7.5%	-1.3	1.7%	-21.9%	-12.6%	1.2%
Cc1c(NC(=O)CN2c3ccccc3CC2C)c(=O)n(-c2ccccc2)n1C (stereo not given)	i	15.2%	-6.0%	1.0%	-0.9	-0.5%	6.9%	-11.9%	0.9%
C/C(Cn1cnc([N+](=O)[O-])n1)=N\NC(=O)c1ccncc1	i	-11.7%	-10.8%	-3.6%	-2.7	0.0%	16.8%	7.2%	2.5%
COc1cc(OC)c(NC(=O)/C=C/C(=O)O)cc1Cl	i	-41.8%	-18.5%	0.7%	-1.0	0.4%	9.8%	-8.5%	-15.7%
COc1cccc(C(=O)Nc2nc(-c3ccc(S(=O)(=O)N4CCOCC4)cc3)cs2)c1	i	-1.9%	7.7%	-18.4%	-2.0	0.5%	13µM*	3.4%	-24.9%
c1ccc(-c2cc(-c3ccccc3)ncn2)cc1	i	6.3%	-1.2%	-3.8%	3.7	?	?	-21.3%	.
COc1ccc(C(=O)NCCn2ccc3ccccc32)cc1	i	3.1%	-11.9%	3.6%	-0.5	0.2%	?	23.9%	-1.4%
Cc1ccc(NC(=O)c2ccc(NC(=O)c3ccccc3)cc2)cc1C	i	-46.4%	?	-18.3%	-0.6	-0.1%	?	4.8%	-1.9%
Cc1ccc(/C=N/NC(=O)CSc2ccccn2)o1	i	0.7%	-7.5%	-7.7%	0.6	2.0%	?	21.4%	2.6%
CCOC(=O)N1CCN(S(=O)(=O)c2ccc(C(=O)N(CCCN(C)C)c3nc4cc(OC)ccc4s3)cc2)CC1	i	-23.2%	?	-4.1%	-1.4	3.5%	2.2%	-1.6%	-1.2%
C=CCSc1nnc(NC(=O)CSc2ccccn2)s1	i	-18.8%	-10.0%	-8.7%	-0.4	-0.3%	.	9.5%	1.9%
CCCCN(CCCC)C(=O)C[n+]1cccc(/C=N/O)c1	i	0.5%	4.7%	-0.7%	-1.6	-0.3%	-0.2%	3.7%	2.1%
O=C(NCC(=O)N(Cc1ccco1)C(C(=O)NC1CCCCC1)c1ccncc1)c1cccs1 (stereo not given)	i	10.1%	0.8%	-6.5%	-1.9	0.3%	-18.1%	-6.4%	0.7%
COc1cc(C(=O)N2CCC(NC(=O)C(Cc3ccccc3)NC(C)=O)CC2)cc(OC)c1OC (stereo not given)	i	-52.9%	-0.8%	0.3%	-1.3	-0.5%	.	17.5%	1.3%

Some of these compounds in order of the Nrf2 ARE act value, rising.
mol	pAkt inh	TGFb SMAD3 inh	CCT modulator	Nrf2 ARE act	MmCpn inh
CCCCN(CCCC)C(=O)C[n+]1cccc(/C=N/O)c1	i	4.7%	-1.6	-0.3%	2.1%
O=C(NCC(=O)N(Cc1ccco1)C(C(=O)NC1CCCCC1)c1ccncc1)c1cccs1 (stereo not given)	i	0.8%	-1.9	0.3%	0.7%
CC(=O)O/N=C(\N)c1cnn2c(C(F)(F)F)cc(C(F)(F)F)nc12	i	-1.7%	-1.3	7.3%	-2.7%

High-throughput results as filed in PubChem.

Rows are unselected. Share with any hit: about 4.3%.
